ERp5 inh: inhibitors of human ERp5. Q15084. ERp5 insulin aggregation, absorbance 650 nm, 90 min. inhibition, % at 9.99 µM. hit rate 0.05% among 350,000;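 active = mean replicate inhibition above about 25%, with every replicate also reaching it, limit read from the data, passing the limit was not always enough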
CFTR F508del cor: correctors of CFTR F508del function in bronchial epithelial cells; activity (quench increase), % at 7.58 µM; CFBE cells, YFP halide quenching; stimulated with forskolin plus potentiator P3; % fluorescence drop versus neutral controls; hit rate 0.36% among 350,000; AID 720511;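 active = mean added fluorescence quench of at least 8% versus neutral control, with both replicates also reaching 8%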;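 also: cells transiently co-express mutant CFTR-F508del with the halide-sensitive YFP; corrector assay measuring rescue of mutant channel to the surface after 24 h compound exposure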
Casp6 inh: inhibitors of human caspase-6; AID 686996; inhibition, % at 12.5 µM; purified caspase-6, Z-VEID-R110 cleavage fluorescence; P55212; hit rate 0.53% among 350,000;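 active = mean inhibition across replicates at least about 35%, with every replicate also reaching that limit, limit read from the data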;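 also: 0% = median of neutral control wells and 100% = no fluorescence left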
miR-122 sensor: miR-122 inhibition in Huh7 cells. activation (reporter increase), % at 12.5 µM. AID 602342. hit rate 0.3% among 340,000. Huh7 miR-122 Renilla luciferase sensor, 48 h; neutral wells = 0, positive control = 100;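 active = mean replicate activation score at least 90 and every replicate individually at or above 90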;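 also: higher luciferase means less miR-122 activity so hits act as miR-122 inhibitors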
DENV2 CPE rescue: inhibitors of DENV2 cytopathic effect; DENV2-infected cells, cytopathic effect rescue, plate reader; CPE inhibition, % at 9.99 µM; hit rate 1.7% among 350,000; AID 651640; in the data active = CPE inhibition above about 20%, passing the limit was not always enough; tested in BHK-21 cells;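 also: 0% = median of neutral control wells and 100% = median of positive control wells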
SIRT5 inh: blocks human SIRT5 desuccinylation of peptide | Purified SirT5, succinyl-peptide AMC, trypsin-coupled fluorescence | inhibition, % at 15 µM | AID 652115 | hit rate 1.1% among 330,000 | Q9NXA8; in the data active = inhibition above about 15%
ERAP1 HTS inh: blocks human ERAP1 aminopeptidase activity | recombinant ERAP1, Leu-AMC fluorescence, 60 min | inhibition, % at 10.7 µM | hit rate 0.15% among 340,000 | AID 652197;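 active = mean replicate inhibition of at least 30%, or all replicates individually reaching that 30% level; inactive = mean below 30% and not every replicate reaching it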;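 also: 0% = neutral control wells and 100% = L-leucinethiol positive control wells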
Target sequence (Q9NZ08 whole entry, looked up): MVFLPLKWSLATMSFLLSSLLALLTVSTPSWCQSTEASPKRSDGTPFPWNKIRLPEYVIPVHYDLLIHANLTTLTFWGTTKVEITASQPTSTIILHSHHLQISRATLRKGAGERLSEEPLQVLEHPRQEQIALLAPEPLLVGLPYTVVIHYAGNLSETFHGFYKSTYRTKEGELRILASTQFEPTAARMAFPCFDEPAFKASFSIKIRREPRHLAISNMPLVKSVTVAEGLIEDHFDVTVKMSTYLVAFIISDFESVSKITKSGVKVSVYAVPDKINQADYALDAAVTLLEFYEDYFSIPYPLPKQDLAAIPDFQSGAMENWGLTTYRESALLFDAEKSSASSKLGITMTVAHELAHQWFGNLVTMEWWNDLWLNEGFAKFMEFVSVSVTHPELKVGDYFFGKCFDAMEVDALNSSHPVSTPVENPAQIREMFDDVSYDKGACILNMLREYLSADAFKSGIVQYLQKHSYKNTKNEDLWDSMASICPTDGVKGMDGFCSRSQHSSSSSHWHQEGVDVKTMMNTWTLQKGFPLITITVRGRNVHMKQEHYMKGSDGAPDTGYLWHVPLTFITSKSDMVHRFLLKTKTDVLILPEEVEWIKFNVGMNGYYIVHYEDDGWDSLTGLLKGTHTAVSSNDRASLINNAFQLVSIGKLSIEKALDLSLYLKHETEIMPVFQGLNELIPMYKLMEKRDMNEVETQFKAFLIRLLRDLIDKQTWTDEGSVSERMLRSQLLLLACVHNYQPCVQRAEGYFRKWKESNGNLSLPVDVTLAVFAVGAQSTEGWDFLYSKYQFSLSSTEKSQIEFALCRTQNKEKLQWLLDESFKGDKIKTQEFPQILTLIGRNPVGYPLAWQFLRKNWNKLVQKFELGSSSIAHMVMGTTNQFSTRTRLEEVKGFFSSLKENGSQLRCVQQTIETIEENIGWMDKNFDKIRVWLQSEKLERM
The depositor's hits bear a star; . = no result given; & = joins results of further samples; [ ] = remark or other dose. Hits appear at their usual frequency, and some 4% of all compounds hit somewhere here.

no.	molecule	ERp5 inh	miR-122 sensor	SIRT5 inh	CFTR F508del cor
1	CC(C)C[C@H]1CNC(=S)N1C[C@H]1CCCN1C[C@H](Cc1ccc(O)cc1)N1C[C@H](Cc2ccc(O)cc2)N(CCc2ccccc2)C1=S	-0.5	3.1	.	3.6
2	O=[N+]([O-])c1c(NCCCO)cc(N2CCN(Cc3ccc4c(c3)OCO4)CC2)c2nonc12	1.6	-2.7	-0.6	.
3	O=C(C[C@H]1CC[C@H]2[C@@H](COC[C@H](O)CN2Cc2cccc(Cl)c2)O1)NCC1CCCCC1	-6.5	-5.8[16.7 µM]	4.3	-1.3
4	CN(C)c1ccc(-c2csc(C(C)(O)c3ccc(F)c(F)c3)n2)cc1 (stereo not given)	-0.1	2.5	-1.2	3.1
5	CCCc1cn([C@H]2C[C@@H]3O[C@@H](CO)CC[C@@H]3O[C@@H]2CCc2ccc(-c3ccc(OC)cc3)cc2)nn1	8.0	.	.	-1.9
6	O=C(COc1cccc(Cl)c1)NCC(c1cccs1)N1CCOCC1 (stereo not given)	-0.2	.	4.5	0.8
7	CCC(C)C(=O)Nc1nnc(SCC(=O)NC2CCCC2)s1 (stereo not given)	1.4	-4.6	0.2	1.4
8	COc1ccc(S(=O)(=O)N2CCC(N3CCN(Cc4ccccc4)CC3)CC2)cc1	0.8	1.8	-2.8	1.7
9	CC(c1cccs1)N(Cc1ccco1)C(=S)Nc1ccc(F)c(Cl)c1 (stereo not given)	8.6	-2.0	-4.8	-1.9
10	Nc1cc(N)nc(SCc2ccc(Cl)cc2)n1	5.9	-2.1	-2.2	1.7

no.	ERAP1 HTS inh	DENV2 CPE rescue	Casp6 inh
1	.	-5.9	-2.4
2	1.2	-3.9	2.1
3	-0.1	-2.1	1.8
4	1.8	3.8	0.1
5	-0.8	-6.5	-0.2
6	2.0	-11.1	0.9
7	2.7	0.1	-3.3
8	7.3	0.3	-18.2
9	.	-2.7	-1.7
10	4.0	-2.0	-2.6

Going on with the list.
no.	molecule	ERp5 inh	miR-122 sensor	SIRT5 inh	CFTR F508del cor
11	CO[C@H]1CN(C)C(=O)c2cc(NC(=O)c3ccc(-c4ccccc4)cc3)ccc2OC[C@H](C)NC[C@H]1C	3.0	.	-3.1	-1.3
12	O=C(CCl)c1ccc2[nH]c(=O)oc2c1	1.3	-1.8	-1.0	-0.2
13	CCc1cccc2c(C(=O)COC(=O)c3nccnc3N)c[nH]c12	-4.9	.	-3.4	0.5
14	Cc1cccc(OCCOC(=O)CN2C(=O)NC3(CCCC3)C2=O)c1	-2.2	.	1.9	-0.6
15	COc1ccc(C#Cc2ccc3c(c2)[C@@H]2[C@@H](CCN2C(=O)c2ccncc2)[C@@H](CO)N3)cc1	.	-15.7[16.7 µM]	.	1.8
16	C[C@@H]1CCCCO[C@@H](CN(C)S(=O)(=O)c2ccccc2)[C@@H](C)CN([C@H](C)CO)C(=O)c2cc(NC(=O)c3ccccc3)ccc2O1	-3.0	2.7[16.7 µM]	2.1	0.8
17	COc1ccc(-c2ccc([C@@H]3[C@@H](CO)N4C(=O)CN(C(=O)c5ccccc5)C[C@H]34)cc2)cc1	2.3	.	-0.6	0.9
18	COC(=O)c1cc2c(c3c4cc(OC)ccc4n(S(=O)(=O)c4ccc(F)cc4)c13)C(=O)N(C)C2	-2.2	.	.	1.6
19	Cc1noc(C)c1NC(=O)N(C)C[C@@H]1Oc2c(NS(=O)(=O)c3cccs3)cccc2C(=O)N([C@H](C)CO)C[C@H]1C	-4.9	3.8[16.7 µM]	-4.0	-0.5
20	O=C(Cn1cc([N+](=O)[O-])cn1)NCc1ccc(-n2cccn2)cc1	1.8	.	-2.3	0.2

no.	ERAP1 HTS inh	DENV2 CPE rescue	Casp6 inh
11	2.4	3.6	0.2
12	-2.1	-2.0	6.6
13	4.5	18.9	1.8
14	1.6	2.7	0.4
15	.	3.3	.
16	-0.4	-10.4	-0.8
17	5.5	16.3	-1.4
18	-2.2	7.4	-1.1
19	-0.4	-8.6	0.4
20	8.3	-4.8	0.0

Continuation:
no.	molecule	ERp5 inh	miR-122 sensor	SIRT5 inh	CFTR F508del cor
21	COC(=O)c1ccc(CCc2cc(O)c(Br)cc2O)cc1	5.1	.	.	-1.2
22	O=C(NC1CCCC1)N1CC(=O)N2[C@H](C1)[C@@H](c1ccc(/C=C/c3ccccc3)cc1)[C@@H]2CO	12.6	.	2.2	3.5
23	CC(C)(C)NC(=O)CSc1nc2ccc(Nc3nc(N4CCOCC4)nc(N4CCOCC4)n3)cc2s1	2.0	.	-2.1	.
24	CCC1(CC)CNC(=O)NC1	-3.0	.	.	-2.2
25	CC(=O)Oc1ccc(/C=N/NS(=O)(=O)c2ccc(C)cc2)c(OC(C)=O)c1	3.9	19.0	2.5	-2.9
26	C[C@H](CO)N1C[C@H](C)[C@@H](CN(C)C(=O)Nc2ccccc2)Oc2c(NC(=O)c3cnccn3)cccc2C1=O	0.5	10.0[16.7 µM]	-0.3	-0.3
27	COc1ccc(CCn2c(C)cc(C(=O)CSc3nnnn3-c3ccccc3)c2C)cc1	0.2	2.1	9.8	.
28	CCOc1ccccc1N(CC(=O)NC1CCCC1)S(=O)(=O)c1ccc(C)cc1	5.0	18.3	-2.3	1.2
29	CC(C(=O)Nc1cc(C(F)(F)F)ccc1N1CCOCC1)N1C(=O)C2CCCCC2C1=O (stereo not given)	-4.0	-12.4	0.4	-2.7
30	CSc1ccccc1NC(=O)C1CCN(S(C)(=O)=O)CC1	6.7	-0.4	-1.5	-0.1

no.	ERAP1 HTS inh	DENV2 CPE rescue	Casp6 inh
21	4.3	9.0	7.3
22	-1.3	-9.8	1.2
23	8.1	11.4	-2.8
24	0.0	9.1	-0.8
25	2.4	-0.9	8.0
26	-1.4	-1.3	-1.1
27	2.8	.	0.3
28	0.4	0.7	3.8
29	-0.9	2.7	-4.3
30	3.7	-6.1	-0.5

Later entries:
no.	molecule	ERp5 inh	miR-122 sensor	SIRT5 inh	CFTR F508del cor
31	Cc1ccc(S(=O)(=O)CCC(=O)NC2CCCCC2)cc1	8.7	-0.4	-2.8	0.4
32	O=C(NC(=S)Nc1nc(-c2ccccc2)cs1)c1cncc(Br)c1	0.1	.	1.1	0.1
33	O=C(CC1C(=O)NCCN1C(=O)Nc1ccc(C(F)(F)F)cc1)Nc1ccc(F)cc1 (stereo not given)	4.5	-5.1	-1.8	1.8
34	COc1cccc(NC(=O)Cn2c(CCC(=O)O)ccc2-c2ccccc2)c1	0.8	6.1	-3.4	-1.4
35	O=C(Nc1cccc(F)c1)N[C@@H]1CC[C@@H](CCn2cc(Cc3ccccc3)nn2)O[C@@H]1CO	6.6	.	1.0	-0.7
36	Cc1nc(-c2ccc(Cl)cc2)sc1C1(C)CC(c2cccc(F)c2)=NO1 (stereo not given)	1.1	-7.9	.	-0.4
37	COC(=O)c1ccc(C23CC4(C2)[C@H](CN(Cc2ccc(-c5ccccc5)cc2)[C@@H]4c2ccccc2)C3c2ccc(C(F)(F)F)cc2)cc1 (stereo not given in full)	-0.7	.	.	6.1
38	C#CCOCCOCCOCCNc1nc(N2CCN(C(=O)[C@H](C)n3cc(CCC(=O)O)nn3)CC2)nc(N2CCN(C(=O)[C@H](CCCCN)n3cc(CCCC)nn3)CC2)n1	1.8	5.6	4.0	-0.3
39	C[C@@H]1CN([C@H](C)CO)C(=O)c2cc(NC(=O)C3CCCCC3)ccc2O[C@@H]1CN(C)C(=O)Nc1ccc(F)cc1	-6.8	-9.0[16.7 µM]	-2.3	-0.3
40	C[C@H]1CCCCO[C@H](CN(C)C(=O)Nc2ccccc2)[C@@H](C)CN([C@@H](C)CO)C(=O)c2cc(NC(=O)c3ccccc3)ccc2O1	1.0	-3.6[16.7 µM]	5.6	-3.8

no.	ERAP1 HTS inh	DENV2 CPE rescue	Casp6 inh
31	0.3	3.6	9.3
32	4.2	-0.4	-1.4
33	0.2	-15.0	0.9
34	-8.6	5.0	4.8
35	-0.2	9.5	2.1
36	-2.5	.	4.5
37	.	-11.5	-3.3
38	8.6	-7.7	-3.8
39	-0.3	7.5	0.7
40	2.2	-10.5	-0.4

(next part)
no.	molecule	ERp5 inh	miR-122 sensor	SIRT5 inh	CFTR F508del cor
41	CC(C)(C)OC(=O)N[C@@H](C(=O)OC(C)(C)C)c1ccccc1	4.2	6.0	0.6	-0.3
42	CCOc1cc(-c2nnc(NC(=O)c3ccco3)o2)cc(OCC)c1OCC	-6.1	2.9	7.7	-0.3
43	Nc1nnc(Cc2ccc(F)cc2)s1	-1.6	.	0.8	0.5
44	CCOC(=O)n1c(=O)oc2cc(S(=O)(=O)N3CCCCC3)ccc21	-3.1	.	-4.8	-1.7
45	CCCCCCCCN1C(=O)[C@@H](CC(=O)NCc2ccc(OC)c(OC)c2)C[C@@]2(C(=O)OC)C1=C[C@H](C1CCCC1)O[C@@H]2C	0.2	.	.	5.6
46	Fc1cccc(-c2ccc(C3[C@@H]4CN(Cc5cccnc5)C[C@H]3N4)cc2)c1 (stereo not given in full)	-1.8&0.4	.	-2.7&-1.4	-1.2&-0.8
47	CCOc1ccc2nc(NC(=O)C(NS(=O)(=O)c3cccs3)C(C)C)sc2c1 (stereo not given)	-7.2	17.7	1.1	1.0
48	C[C@H]1CN([C@@H](C)CO)C(=O)c2cc(/C=C/c3ccccc3)cnc2O[C@H]1CN(C)S(=O)(=O)c1cn(C)cn1	-2.3	-8.0[16.7 µM]	-24.6	.
49	COCC(=O)Nc1ccc2c(c1)C(=O)N(C)[C@H]1CC[C@@H](CC(=O)N3CCc4ccccc4C3)O[C@H]1CO2	1.9	21.7[16.7 µM]	-2.0	1.1
50	Cc1ccn2cc(C(=O)Nc3ccccc3N3CCOCC3)nc2c1	-8.9	-1.8	-1.4	2.1

no.	ERAP1 HTS inh	DENV2 CPE rescue	Casp6 inh
41	-1.2	4.6	6.0
42	-2.5	-3.1	-0.7
43	0.5	0.6	-2.2
44	3.1	0.9	3.1
45	-2.3	-6.7	-1.8
46	5.0&3.7	2.1&5.8	0.0&1.0
47	-5.6	-3.7	7.9
48	-4.2	7.4	-0.6
49	-1.2	-4.3	0.2
50	4.0	14.5	0.8

3 structures already listed, sorted by formula weight, low to high.
no.	molecule	ERp5 inh	miR-122 sensor	SIRT5 inh	CFTR F508del cor
43	Nc1nnc(Cc2ccc(F)cc2)s1	-1.6	.	0.8	0.5
44	CCOC(=O)n1c(=O)oc2cc(S(=O)(=O)N3CCCCC3)ccc21	-3.1	.	-4.8	-1.7
45	CCCCCCCCN1C(=O)[C@@H](CC(=O)NCc2ccc(OC)c(OC)c2)C[C@@]2(C(=O)OC)C1=C[C@H](C1CCCC1)O[C@@H]2C	0.2	.	.	5.6

no.	ERAP1 HTS inh	DENV2 CPE rescue	Casp6 inh
43	0.5	0.6	-2.2
44	3.1	0.9	3.1
45	-2.3	-6.7	-1.8

(listing goes on)
no.	molecule	ERp5 inh	miR-122 sensor	SIRT5 inh	CFTR F508del cor
51	Nc1ccc(S(=O)(=O)NNC(=O)C(=O)NNc2ccccc2)cc1	-0.3	9.1	0.5	-0.8
52	COc1cccc(-c2ccc([C@@H]3[C@@H](CO)N4CCCCN(S(=O)(=O)c5cccs5)C[C@@H]34)cc2)c1	1.1	-4.2[16.7 µM]	8.3	2.1
53	COc1ccccc1N1CCN(CC(=O)Nc2c(C)n(C)n(-c3ccccc3)c2=O)CC1	-3.2	1.3	29.0*	1.6
54	COc1cc(OCc2ccccc2)c(C(=O)/C=C/c2ccc3c(c2)OCO3)c(OC)c1OC	1.2	35.1	0.6	-2.4

no.	ERAP1 HTS inh	DENV2 CPE rescue	Casp6 inh
51	-2.0	.	0.5
52	-1.0	12.5	0.0
53	-3.8	0.1	-1.1
54	.	-11.6	-1.5

Values in list order from the list.
Nos. 51 to 54 in DENV2 CPE rescue read ., 12.5, 0.1, -11.6
Nos. 51 to 54 in Casp6 inh read 0.5, 0.0, -1.1, -1.5

Source: PubChem BioAssay
